AddAB inh = less growth of phage-infected E. coli with AddAB; AID 435030; inhibition, % at 11.9 µM; E. coli expressing H. pylori AddAB, absorbance growth; 330,000 tested, 0.29% active; in the data active = inhibition above about 12%;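 note: 0% = vehicle wells of infected cells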
phage Ecoli inh = E. coli growth loss with phage present; growth absorbance; inhibition, % at 11.9 µM; 360,000 tested, 0.26% active; AID 651602; in the data active = inhibition above about 11%
Tat export inh = blocks Tat-dependent protein export in E. coli; inhibition, % at 10 µM; AID 488895; 340,000 tested, 0.036% active; E. coli MC4100 TorA-mCherry Tat export, fluorescence;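 active = mean replicate inhibition at least 50% and at least half of replicates individually reaching 50%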;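 note: exported cargo escapes ClpAP degradation while cytoplasmic cargo is degraded and loses fluorescence; 0% = median of neutral control wells and 100% = median of NaSCN control wells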
OPRM1-OPRD1 inv = mu-delta opioid heterodimer inverse agonism. P35372+P41143. inhibition, % at 9.3 µM. cell-based MOR-DOR heterodimer luminescence. 340,000 tested, 0.21% active. AID 504357; in the data active = inhibition above about 22%, passing the limit was not always enough;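 note: 0% = cells with DMSO and 100% = wells without cells with DMSO; values of inactives mirror those of a sister screen read the other way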
PfHsp90 set2 = reduces growth (ATP signal) of yeast expressing P. falciparum Hsp90 | S. cerevisiae expressing PfHsp90, BacTiter-Glo ATP, 48 h; yeast lacking PDR1 and PDR3 efflux regulators | inhibition, % at 9.4 µM | 310,000 tested, 0.32% active | AID 504621;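 active = every replicate shows inhibition above about 80%, whatever the replicate mean, limit read from the data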;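 note: 0% = DMSO neutral controls and 100% = 20 µM radicicol positive controls; yeast relying on Plasmodium falciparum Hsp90 in place of its own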
Ecoli viability = counter-screen for AddAB inhibitors: E. coli growth inhibition. AID 449728. E. coli V3065 growth, OD600 absorbance, 18 h. 330,000 tested, 0.27% active. inhibition, % at 11.9 µM;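 active = inhibition above the campaign's mean inhibition across all tested compounds plus 3 SD, cut at about 9.9% in these data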;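 note: uninfected addAB+ strain grown without phage in ampicillin broth; 0% = DMSO wells and 100% = ciprofloxacin 0.95 µg/ml wells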
PKA-R1A act = PKA-R1A complex activation; P00514+P68181; PKA-R1A dissociation, Cy5-IP20 fluorescence polarization; scaled: DMSO 0%, 113 µM cGMP 100%; activation, % at 11.4 µM; 340,000 tested, 0.083% active;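 active = percent activation above the mean of all tested compounds plus 3 SD, cut at about 19% in these data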;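 note: higher means more PKAc released from R1A so a rise in polarization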
PKA-R2B activ = activates the human PKA-R2B holoenzyme complex; PKA-R2B holoenzyme dissociation, Cy5-IP20 fluorescence polarization; R2B truncated from residue 108, S112A mutant; 0% DMSO only, 100% 113 µM cGMP; activation, % at 11.4 µM; 340,000 tested, 0.079% active;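 active = activation above a cutoff set at the mean over all compounds plus 3 SD, cut at about 18% in these data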;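 note: higher means more holoenzyme dissociation and a rise in polarization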
Target sequence (P31323 whole entry, looked up, other chains not shown, the tested form may be a part): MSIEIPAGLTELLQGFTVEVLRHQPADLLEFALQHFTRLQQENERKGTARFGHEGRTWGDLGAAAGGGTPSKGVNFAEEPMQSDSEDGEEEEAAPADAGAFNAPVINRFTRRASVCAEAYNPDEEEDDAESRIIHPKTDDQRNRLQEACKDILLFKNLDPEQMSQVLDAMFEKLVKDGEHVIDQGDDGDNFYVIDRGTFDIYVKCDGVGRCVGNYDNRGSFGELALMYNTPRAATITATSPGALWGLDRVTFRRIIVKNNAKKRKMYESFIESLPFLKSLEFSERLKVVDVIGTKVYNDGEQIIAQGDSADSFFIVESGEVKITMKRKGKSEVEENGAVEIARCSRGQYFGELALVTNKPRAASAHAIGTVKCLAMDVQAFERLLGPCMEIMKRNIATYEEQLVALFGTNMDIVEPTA
SUMO Mot1 rescue = blocks SUMOylation pathway, rescuing yeast Mot1-301 growth; S. cerevisiae Mot1-301 growth rescue, ATP luminescence, 38.5C; percent above DMSO median, 100 means doubled; growth rescue, % at 18.8 µM; 320,000 tested, 1% active; AID 2716;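 active = every valid replicate shows activation above 250% relative to neutral control wells; inactive = the rest, any valid replicate at or below 250%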;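 note: OY570 slx delta 5 strain wells were the positive control but not used for scaling; some compounds called inactive have numbers as strong as hits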
HTR5A inv ctr = HTR5A inverse agonism, opioid heterodimer counter-screen; 340,000 tested, 0.083% active; inhibition, % at 9.3 µM; HTR5A cell line, luminescence; AID 504634; P47898; in the data active = inhibition mostly above about 23%, no sharp cut-off; inactive = mostly below about 18%;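 note: 0% = cells with DMSO and 100% = no-cell wells with DMSO; some compounds called inactive have numbers as strong as hits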
Target sequence (P47898 whole entry, looked up): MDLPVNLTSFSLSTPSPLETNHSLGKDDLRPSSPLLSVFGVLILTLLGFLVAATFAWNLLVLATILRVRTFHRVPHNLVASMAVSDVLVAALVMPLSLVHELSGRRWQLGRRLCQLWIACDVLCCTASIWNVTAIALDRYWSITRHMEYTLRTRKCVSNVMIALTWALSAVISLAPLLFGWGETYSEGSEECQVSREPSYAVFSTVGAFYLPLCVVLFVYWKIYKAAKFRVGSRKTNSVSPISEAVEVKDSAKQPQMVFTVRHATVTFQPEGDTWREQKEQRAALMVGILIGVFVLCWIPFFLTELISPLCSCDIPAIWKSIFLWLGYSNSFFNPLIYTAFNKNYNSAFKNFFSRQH
MOR-DOR ag = OPRM1-OPRD1 heterodimerization agonism; 340,000 tested, 0.3% active; P35372+P41143; cells, luminescence; activation, % at 9.3 µM; in the data active = activation above about 18%;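 note: 0% = vehicle-treated cells and 100% = reference agonist; values of inactives mirror those of a sister screen read the other way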
* hit, by the source's call. The order is random. Share with any hit: about 2.2%.

Screening Cc1ccc(CNC(=O)CCn2nc(-c3ccc(Cl)cc3)ccc2=O)cc1 returned AddAB inh -1.1, phage Ecoli inh 0.7, Tat export inh 2, OPRM1-OPRD1 inv 10, PfHsp90 set2 -14, Ecoli viability -3.7, PKA-R1A act 4, PKA-R2B activ -7, SUMO Mot1 rescue -15, HTR5A inv ctr 10 and MOR-DOR ag -2.0.
Screening Cc1nc(SCC(=O)N(CC(C)C)C2CCS(=O)(=O)C2)c2c(C)c(C)sc2n1 (stereo not given) returned AddAB inh -0.9, phage Ecoli inh 1.3, Tat export inh -6, OPRM1-OPRD1 inv 2, Ecoli viability -0.7, PKA-R1A act 9, PKA-R2B activ -10, SUMO Mot1 rescue -8, HTR5A inv ctr -1 and MOR-DOR ag -0.5.
`COc1cc(OC)nc(NC(=O)COC(=O)c2cccc(Cl)c2)n1` gave AddAB inh 1.6, phage Ecoli inh 2.4, Tat export inh -4, OPRM1-OPRD1 inv -13, PfHsp90 set2 -1, Ecoli viability -0.2, PKA-R1A act -3, PKA-R2B activ -11, SUMO Mot1 rescue 10, HTR5A inv ctr 12 and MOR-DOR ag 2.9.
`Cc1cc(C)c(C)c(S(=O)(=O)Nc2ccc(C(N)=O)cc2)c1C` gave AddAB inh 2.0, phage Ecoli inh 4.9, Tat export inh 1, OPRM1-OPRD1 inv 11, PfHsp90 set2 12, Ecoli viability 1.0, PKA-R1A act 1, PKA-R2B activ -15, SUMO Mot1 rescue 18, HTR5A inv ctr 15 and MOR-DOR ag -1.9.
For CC(=O)c1ccc(NC(=O)c2ccc(-n3cnnn3)cc2)cc1 the results were phage Ecoli inh 2.6, Tat export inh -5, OPRM1-OPRD1 inv 13, PKA-R1A act -5, PKA-R2B activ 4, HTR5A inv ctr 9 and MOR-DOR ag -2.5.
`CN(c1nc2ccccc2[nH]c1=O)C1CCCCC1` gave AddAB inh 2.3, phage Ecoli inh 2.5, Tat export inh 7, OPRM1-OPRD1 inv -19, PfHsp90 set2 -13, Ecoli viability -3.5, PKA-R1A act 2, PKA-R2B activ -1, SUMO Mot1 rescue -18, HTR5A inv ctr -9 and MOR-DOR ag 3.0.
`COCCNC(=O)Cn1cnc2sc(C)c(S(=O)(=O)N3CCN(c4ccccc4OC)CC3)c2c1=O` gave AddAB inh 3.9, phage Ecoli inh -0.3, Tat export inh 12, OPRM1-OPRD1 inv 13, PfHsp90 set2 -15, Ecoli viability -1.6, PKA-R1A act 1, PKA-R2B activ 4, SUMO Mot1 rescue -10, HTR5A inv ctr -10 and MOR-DOR ag -2.5.
CCN(CC)S(=O)(=O)c1ccc(N2CCOCC2)c(NC(=O)c2c3c(nc4ccccc24)CCC3)c1 was read as AddAB inh -1.1, phage Ecoli inh 3.0, Tat export inh 4, OPRM1-OPRD1 inv 12, PfHsp90 set2 -2, Ecoli viability -2.6, PKA-R1A act -2, PKA-R2B activ -2, SUMO Mot1 rescue -7, HTR5A inv ctr 16 and MOR-DOR ag -2.2.
`O=C(NCc1ccccc1F)C1CCCN(C(=O)Nc2ccccc2)C1` (stereo not given) gave AddAB inh -0.2, phage Ecoli inh 0.1, Tat export inh 4, OPRM1-OPRD1 inv 6, PfHsp90 set2 -56, Ecoli viability -1.8, PKA-R1A act 8, PKA-R2B activ 1, SUMO Mot1 rescue 153, HTR5A inv ctr -13 and MOR-DOR ag -1.1.
Screening CCN(CC)C(=O)c1cccc(NC(=O)c2ccccc2OCc2c(C)noc2C)c1 returned AddAB inh -1.8, phage Ecoli inh 7.2, Tat export inh -9, OPRM1-OPRD1 inv 14, PfHsp90 set2 -124, Ecoli viability -0.7, PKA-R1A act 5, PKA-R2B activ -13, SUMO Mot1 rescue -4, HTR5A inv ctr 10 and MOR-DOR ag -3.4.
For CCc1ccc(S(=O)(=O)N2CCCC(N3CCN(c4ccc(OC)cc4)CC3)C2)cc1 (stereo not given) the results were AddAB inh 1.5, phage Ecoli inh -0.4, Tat export inh -5, OPRM1-OPRD1 inv -2, PfHsp90 set2 1, Ecoli viability 0.0, PKA-R1A act 1, PKA-R2B activ 3, SUMO Mot1 rescue 7, HTR5A inv ctr -9 and MOR-DOR ag 0.4.
For O=C(CCc1nc2sc3c(c2c(=O)[nH]1)CCCC3)Nc1cccc(Cl)c1 the results were AddAB inh -1.4, phage Ecoli inh 1.5, Tat export inh -3, OPRM1-OPRD1 inv -14, PfHsp90 set2 10, Ecoli viability -2.3, PKA-R1A act 4, PKA-R2B activ -3, SUMO Mot1 rescue -2, HTR5A inv ctr 8 and MOR-DOR ag 2.2.
OC(CCN1CCOCC1)c1ccccc1 (stereo not given) was read as AddAB inh 2.9, phage Ecoli inh 1.6, Tat export inh -7, OPRM1-OPRD1 inv -9, PfHsp90 set2 37, Ecoli viability -0.8, PKA-R1A act -2, PKA-R2B activ -5, SUMO Mot1 rescue 4, HTR5A inv ctr 20 and MOR-DOR ag 1.7.
`CC(C)CN(Cc1c(O)ccc2c(=O)c(-c3ccccc3)coc12)CC(C)C` gave AddAB inh 0.8, phage Ecoli inh 2.8, Tat export inh -4, OPRM1-OPRD1 inv 7, PfHsp90 set2 -3, Ecoli viability -0.4, PKA-R1A act -3, PKA-R2B activ 16, SUMO Mot1 rescue 10, HTR5A inv ctr -3 and MOR-DOR ag -1.5.
Screening O=C(CCc1nc(-c2ccccc2F)no1)NC1CCN(Cc2ccccc2)CC1 returned AddAB inh 5.0, phage Ecoli inh -0.2, Tat export inh -2, OPRM1-OPRD1 inv -14, PfHsp90 set2 -26, Ecoli viability -0.4, PKA-R1A act 3, PKA-R2B activ -8, SUMO Mot1 rescue 0, HTR5A inv ctr 0 and MOR-DOR ag 3.0.
COc1cccc(C(=O)NC(C)CCc2ccccc2)c1 (stereo not given) was read as AddAB inh 2.4, phage Ecoli inh -0.4, Tat export inh 5, OPRM1-OPRD1 inv 1, PfHsp90 set2 -19, Ecoli viability -0.3, PKA-R1A act 12, PKA-R2B activ -6, SUMO Mot1 rescue 3, HTR5A inv ctr -14 and MOR-DOR ag -0.2.
For O=C(CCCN1C(=O)/C(=C\c2ccccc2)SC1=S)Nc1ccc(O)cc1 the results were AddAB inh 3.4, phage Ecoli inh 3.8, Tat export inh 4, PfHsp90 set2 -17, Ecoli viability -0.5 and SUMO Mot1 rescue -13.
Screening CC1CCCCN1C(=O)CSc1ccc(-c2ccc(F)cc2)nn1 (stereo not given) returned AddAB inh 0.1, phage Ecoli inh 7.6, Tat export inh -7, OPRM1-OPRD1 inv -8, PfHsp90 set2 2, Ecoli viability -0.2, PKA-R1A act 1, PKA-R2B activ 7, SUMO Mot1 rescue -2, HTR5A inv ctr -17 and MOR-DOR ag 1.4.
CCCCn1c(N)c(N(CC(C)C)C(=O)CN2C(=O)NC3(CC(C)CC(C)(C)C3)C2=O)c(=O)[nH]c1=O (stereo not given) was read as AddAB inh 0.2, phage Ecoli inh 1.5, Tat export inh -2, OPRM1-OPRD1 inv 3, PfHsp90 set2 -22, Ecoli viability -1.2, PKA-R1A act -9, PKA-R2B activ -7, SUMO Mot1 rescue -8, HTR5A inv ctr -20 and MOR-DOR ag -0.5.
CCC(C)(C)NC(=O)C(c1ccco1)N(C(=O)CNC(=O)c1cccs1)c1cccnc1 (stereo not given) was read as AddAB inh 1.5, phage Ecoli inh 0.1, Tat export inh -8, OPRM1-OPRD1 inv 5, PfHsp90 set2 18, Ecoli viability -2.1, PKA-R1A act -10, PKA-R2B activ -7, SUMO Mot1 rescue 7, HTR5A inv ctr 6 and MOR-DOR ag -0.8.
`COc1ccc(N2CCN(CCCNS(=O)(=O)c3ccc4c(c3)oc(=O)n4C)CC2)cc1` gave AddAB inh 1.2, phage Ecoli inh 1.6, Tat export inh -2, OPRM1-OPRD1 inv 6, PfHsp90 set2 11, Ecoli viability 2.0, PKA-R1A act -6, PKA-R2B activ -2, SUMO Mot1 rescue -1, HTR5A inv ctr 6 and MOR-DOR ag -1.1.
For CN1C(=O)c2ccc(C(=O)NCc3ccco3)cc2C1=O the results were AddAB inh 1.5, phage Ecoli inh 1.4, Tat export inh -4, OPRM1-OPRD1 inv 9, PfHsp90 set2 2, Ecoli viability 3.4, PKA-R1A act -6, PKA-R2B activ -1, SUMO Mot1 rescue 12, HTR5A inv ctr -38 and MOR-DOR ag -2.1.
For c1cncc(-c2nc3ccccn3c2Nc2ccc3c(c2)OCCO3)c1 the results were AddAB inh 0.2, phage Ecoli inh 0.8, Tat export inh -11, OPRM1-OPRD1 inv -13, PfHsp90 set2 5, Ecoli viability 2.6, PKA-R1A act -13, PKA-R2B activ -19, SUMO Mot1 rescue -8, HTR5A inv ctr -65 and MOR-DOR ag 2.1.
`COc1ccc(N(Cc2ccccc2)C(=O)c2ccccc2[N+](=O)[O-])cc1` gave AddAB inh 1.6, Tat export inh -1, OPRM1-OPRD1 inv 5, PfHsp90 set2 5, Ecoli viability -1.7, PKA-R1A act 5, PKA-R2B activ -1, SUMO Mot1 rescue -14, HTR5A inv ctr 18 and MOR-DOR ag -1.0.
For COC(=O)C1=CN(c2ccc(F)cc2)C=C(C(=O)OC)C1c1ccc([N+](=O)[O-])cc1 the results were phage Ecoli inh 2.8, Tat export inh 2, OPRM1-OPRD1 inv 6, PfHsp90 set2 -5, PKA-R1A act 8, PKA-R2B activ -8, SUMO Mot1 rescue -4, HTR5A inv ctr -15 and MOR-DOR ag -1.0.
For CCOc1ccc(C(N)=O)cc1OC the results were AddAB inh 4.7, phage Ecoli inh -0.8, Tat export inh 6, OPRM1-OPRD1 inv 9, PfHsp90 set2 -12, Ecoli viability -1.6, PKA-R1A act -8, PKA-R2B activ 0, SUMO Mot1 rescue 445, HTR5A inv ctr 2 and MOR-DOR ag -2.0.
Nc1nc(CN2CCN(c3ccccn3)CC2)nc(Nc2ccc(F)cc2)n1 was read as AddAB inh 7.4, phage Ecoli inh 1.1, Tat export inh -2, OPRM1-OPRD1 inv 4, PfHsp90 set2 16, Ecoli viability -1.8, PKA-R1A act -11, PKA-R2B activ 0, SUMO Mot1 rescue 68, HTR5A inv ctr 0 and MOR-DOR ag -0.7.
For Cc1c(C)c2cc(Cl)c(OCC(=O)NCCCn3ccnc3)cc2oc1=O the results were AddAB inh 3.1, phage Ecoli inh -2.7, Tat export inh 7, OPRM1-OPRD1 inv 15, PfHsp90 set2 -11, Ecoli viability 0.3, PKA-R1A act -6, PKA-R2B activ -12, SUMO Mot1 rescue -8, HTR5A inv ctr 4 and MOR-DOR ag -2.8.

High-throughput results: PubChem, several laboratories
